Mm-Cpn inhibitor: Inhibitors of TCP-1 ring complex (TRiC) of Methanococcus maripaludis (MmCpn): qHTS | Chaperonin Mm-Cpn (Methanococcus maripaludis) | purified Mm-Cpn ATPase, ADP Transcreener TR-FRET | Potency, µM (doses to about 76.9 µM), for the others: at the top dose activity, negative = inhibition, most hits filed as inhibitors | 0.031% of 330,000 active; further: potency means the concentration at half of the fitted maximal effect; on the % scale 0 is the no-effect control and ±100 the full control effect; nearly all actives have a fitted effect of over 80% in size
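TR-FRET (320 nm excitation; 590 and 665 nm emission) reports ADP made from 10 uM ATP by 25 nM enzyme; compounds were preincubated 10 min, reaction run 30 min, both at 37°C.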
PTHR1 ag: qHTS for PTHR1 Agonists: Primary Screen; Parathyroid hormone/parathyroid hormone-related peptide receptor (Homo sapiens), Q03431; HEK293 GP2 PTHR1 cells, GloSensor cAMP luminescence, 1 h; Potency, µM (titrated, usually from 115 µM), inactives show at the highest dose activation, most hits filed as activators; 0.075% of 410,000 active; AID 743266, 2014; further: potency means the concentration at half of the fitted maximal effect; nearly all actives have a fitted effect of over 55% in size; some results filed as inactive show a strong effect at the top dose; inactives centre near -15; many of its hits are not listed in these tables
Target sequence (Q03431 whole entry, looked up): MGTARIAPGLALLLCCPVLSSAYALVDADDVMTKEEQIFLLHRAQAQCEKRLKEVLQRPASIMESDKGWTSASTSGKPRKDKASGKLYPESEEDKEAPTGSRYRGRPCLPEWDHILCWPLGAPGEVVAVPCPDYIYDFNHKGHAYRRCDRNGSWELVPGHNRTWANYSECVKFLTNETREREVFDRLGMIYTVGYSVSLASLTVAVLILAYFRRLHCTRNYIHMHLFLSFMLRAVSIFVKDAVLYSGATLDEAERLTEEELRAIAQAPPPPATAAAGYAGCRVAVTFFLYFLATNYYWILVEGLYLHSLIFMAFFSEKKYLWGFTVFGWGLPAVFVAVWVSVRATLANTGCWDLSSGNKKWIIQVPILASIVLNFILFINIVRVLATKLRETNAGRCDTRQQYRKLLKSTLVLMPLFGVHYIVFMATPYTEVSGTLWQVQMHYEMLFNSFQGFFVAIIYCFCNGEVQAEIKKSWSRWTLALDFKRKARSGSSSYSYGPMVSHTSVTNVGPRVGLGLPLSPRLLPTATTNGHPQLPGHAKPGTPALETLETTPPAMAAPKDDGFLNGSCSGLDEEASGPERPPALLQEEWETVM
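HEK-293-derived GP2 cells expressing PTHR1 and a GloSensor cAMP reporter, 3,000/well, plated overnight, given luciferin plus IBMX (each 0.5 mM as added) for 1 h at 37 °C, then compound for 1 h at 37 °C. Luminescence was read after 15 min at room temperature.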
FUS suppressor: qHTS for Suppressors of FUS Proteinopathy: Primary screen using FUS-linked yeast assay; S. cerevisiae FUS-expressing, growth rescue, OD600, 24 h; Potency, µM (doses to about 76.6 µM), without a hit: top-dose growth rescue (activation), usual class: activators; 0.24% of 390,000 active; AID 1347120, 2019;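 further: potency means the concentration at half of the fitted maximal effect; plate controls were DMSO vehicle for no effect and reference control for full effect; nearly all actives have a fitted effect of over 55% in size; some results filed as inactive show a strong effect at the top dose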
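Compound concentration series was pinned onto galactose-induced FUS-expressing yeast seeded at OD 0.005. Plates sat 24hr at 30C; absorbance at 600 nm gave growth. DMSO served as background control.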
HEK293 tox: qHTS of GLP-1 Receptor Inverse Agonists: Cytotox Screen. HEK293 cAMP-luciferase reporter cells, luminescence, 24 h. Potency, µM (top dose mostly 38.3 µM), for the others: top-dose activity change, negative = inhibition, most hits filed as inhibitors. 0.13% of 410,000 active. AID 624418, 2012;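 further: loss of luciferase light is scored as toxicity; potency means the concentration at half of the fitted maximal effect; on the % scale 0 is the no-effect control and ±100 the full control effect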
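Step one: seed cells (200 cells/uL, DMEM with 10% Nu serum, 1% pen-strep). Step two: 12-hour incubation at 37 deg C. Step three: pin 23 nL compound, incubate 24 hr. Step four: add luciferase reagent, read luminescence 12 min later.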
aSyn yeast inh: qHTS of alpha-syn Inhibitors. Yeast expressing alpha-synuclein, growth rescue, BacTiter-Glo, 24 h. AID 652106, 2013. 0.14% of 370,000 active. Potency, µM (series often up to 46.1 µM), inactives show at the top dose growth rescue (activation), actives largely listed as activators; further: potency means the concentration at half of the fitted maximal effect; % of control where 0% means no effect; nearly all actives have a fitted effect of over 65% in size
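Rescue of yeast growth: cells expressing toxic alpha-synuclein, induced in galactose at OD600 0.02, incubated with compound 24 h at 30 C. ATP luminescence quantified growth; inhibitors of toxicity appear as activators.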
GLP1R inv ag: qHTS of GLP-1 Receptor Inverse Agonists (Inhibition Mode); HEK293 GLP-1R CRE-luciferase, luminescence, 24 h; GLP-1R form is constitutively active; 1.6% of 410,000 active; Potency, µM (series often up to 38.3 µM), inactives show at the highest dose activity change, negative = inhibition, most hits filed as inhibitors; further: potency means the concentration at half of the fitted maximal effect; on the % scale 0 is the no-effect control and ±100 the full control effect; nearly all actives have a fitted effect of over 55% in size
Target sequence (P43220 whole entry, looked up): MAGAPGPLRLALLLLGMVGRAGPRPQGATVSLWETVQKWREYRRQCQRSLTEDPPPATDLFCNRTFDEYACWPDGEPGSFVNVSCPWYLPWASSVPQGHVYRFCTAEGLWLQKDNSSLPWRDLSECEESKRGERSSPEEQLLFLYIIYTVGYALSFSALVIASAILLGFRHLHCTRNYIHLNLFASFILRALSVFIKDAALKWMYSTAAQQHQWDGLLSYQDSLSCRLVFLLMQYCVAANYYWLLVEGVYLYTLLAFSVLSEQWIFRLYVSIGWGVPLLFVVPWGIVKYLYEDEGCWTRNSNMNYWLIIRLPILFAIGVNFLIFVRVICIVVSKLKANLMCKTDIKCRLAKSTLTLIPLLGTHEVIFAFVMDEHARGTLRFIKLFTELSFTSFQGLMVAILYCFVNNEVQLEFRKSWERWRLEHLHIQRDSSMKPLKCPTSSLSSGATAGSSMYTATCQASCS
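Inverse agonists were sought by their lowering of basal cAMP reporter luciferase output in HEK293 cells stably carrying constitutively active human GLP-1R, after 24 h compound treatment.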
Akt phos inh: HTS Assay for Inhibitors of Akt Phophorylation: Primary Screen | 0.32% of 360,000 active | Neuro2A IGF-stimulated pAkt S473 HTRF, 20 min; active compounds read low | AID 651550, 2012 | activity change, % for hits at 50 µM; in the data active means activity change below about -80%; inconclusive means mostly about -51% to -80%; further: on the % scale 0 is the no-effect control and ±100 the full control effect
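Single-point screen (50 µM final compound) in Neuro2A cells stimulated 20 min with 6 nM IGF at 37 deg C. After lysis, Ser473-phosphorylated Akt read by HTRF (ex 330 nm, em 615/665 nm) as the 665/615 ratio.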
TDP-43 yeast inh: qHTS of TDP-43 Inhibitors | TDP-43 expressing yeast growth rescue, BacTiter-Glo, 24 h | Potency, µM (titrated, usually from 46.1 µM), for the others: at the top dose growth rescue (activation), hits mostly activators | 1.8% of 410,000 active | AID 652104, 2013; further: potency means the concentration at half of the fitted maximal effect; % of control where 0% means no effect; nearly all actives have a fitted effect of over 50% in size
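Galactose-induced TDP-43 yeast, OD600=0.02, compound pinned; 24 hr, 30 deg C; BacTiter-Glo luminescence for growth. Inhibitors of TDP-43 toxicity read as activators.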
Abeta yeast res: qHTS for compounds that reverse cellular toxicity of Amyloid beta (A-beta) peptide in yeast: Primary Screen | yeast expressing A-beta42, growth rescue, OD600, 48 h; response scale: 0% DMSO, 100% iron-clioquinol control | 0.063% of 410,000 active | Potency, µM (top dose mostly 46.1 µM), for the others: top-dose growth rescue, hits mostly activators; further: potency means the concentration at half of the fitted maximal effect; nearly all actives have a fitted effect of over 55% in size
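Growth rescue measured by 600 nm absorbance after 48 h yeast culture at 30 C with compound. Values normalized between DMSO and an equimolar ferric chloride plus clioquinol control.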
An asterisk follows results filed as active; i = inactive; ? = inconclusive; · = no result given; [ ] = remark or other dose. Unless noted, the call rests on the fitted dose curve; in most records, active means well fitted curve in the direction sought with a large enough effect; inconclusive means small, poorly fitted or top-dose-only effect, or another doubt; inactive means no such curve, though single readings can be large; an effect the other way counts as inactive or inconclusive.

Results follow in this order: Mm-Cpn inhibitor, PTHR1 ag, FUS suppressor, HEK293 tox, aSyn yeast inh, GLP1R inv ag, Akt phos inh, TDP-43 yeast inh, Abeta yeast res
> CN1CCN(NC(=O)c2ccc(Cl)cc2Cl)CC1
    2%, -3%, ·, 68%[activator], -1%, 6%, i, 8%, -5%
> CC(=O)N1CCCc2cc(S(=O)(=O)N3CCCC(C(=O)NC(C)C)C3)ccc21 (stereo not drawn)
    ·, -14%, 6%, -3%, ·, -6%, ·, -12%, -13%
> O=C(Nc1ccc(S(=O)(=O)Nc2nccs2)cc1)C1CC(=O)N(c2ccc(Cl)cc2)C1 (stereo not drawn)
    3%, -24%, 17%, 3%, 0%, 2%, i, -4%, -22%
> COc1ccc(CNC(=O)CSCc2ccccc2Cl)cc1
    -1%, i, 8%, 12%, -1%, -8%, i, 7%, 2%
> CN(C)c1ccc(NC(=O)CN2CCC(NC(=O)C3CCCCC3)CC2)cc1
    3%, -6%, 19%, -5%, -3%, 27%, i, -27%, -21%
> Cc1nn(Cc2ccccc2)c(C)c1C(=O)OCC(=O)c1cc(C)n(C2CC2)c1C
    -5%, i, ?, ?, 0%, ?, i, -4%, -6%
> CCN(c1ccc(C)cc1C)S(=O)(=O)c1nnc(NC(=O)CC(C)C)s1
    ·, i, 7%, 0%, ·, 0%, ·, 1%, -19%
> S=C(c1ccc(N2CCOCC2)cc1)N1CCCCC1
    1%, -8%[57.5 µM], 1%, 28%, -13%, 20%, i, -1%, 1%
> COc1ccc(-c2cc3c(=O)n(CC(=O)NCc4cccnc4)nc(C)n3n2)cc1
    1%, i, 3%, 9%, -7%, 0%, i, -10%, -1%
> Cc1cccn2cc(-c3ccccc3)nc12
    0%, -86%[57.5 µM], 0%, 3%, 0%, -23%, i, 8%, -15%
> COc1ccccc1C(c1nnnn1C(C)(C)C)N1CCCc2ccccc21 (stereo not drawn)
    0%, i, ·, -2%, -16%, -1%, i, 6%, -10%
> CN(CC(=O)Nc1cccc(F)c1)C(=O)C1CC(=O)N(Cc2ccccc2)C1 (stereo not drawn)
    -2%, i, 9%, -4%, 3%, 1%, i, -9%, 3%
> COc1cccc(Cn2cnc3c(NS(=O)(=O)c4ccc(Cl)cc4Cl)c(C)c(C)cc32)c1
    0%, -14%[57.5 µM], ?, -15%, 27%, ?, i, 2%, ?
> Cc1ccccc1Nc1n[nH]c(=S)s1
    ·, i, -11%, 1%, -6%, 8%, i, 6%, 3%
> O=C(c1ccc(Br)s1)N1CCCC1
    0%, -4%[57.5 µM], -3%, -6%, -12%, 2%, i, -28%, -13%
> O=[N+]([O-])c1ccccc1OCCCCN1CCCCC1
    -4%, -28%, 9%, -8%, 5%, 10%, i, -15%, -6%
> COc1ccccc1CC(=O)N1CCN(S(=O)(=O)c2cccs2)CC1
    -1%, 30%, 14%, -9%, 2%, 4%, i, -20%, -10%
> Cc1cccc(NC(=O)c2cccc(S(=O)(=O)N(C)C3CCCCC3)c2)n1
    ·, -2%, 12%, 6%, 11%, ?, i, 20µM*, -2%
> Cc1cccc(C)c1C(OCCN(C)C)C1CCCCC1 (stereo not drawn)
    -1%, -15%, ·, -27%, -16%, ?, i, -1%, -18%
> COc1ccc(C(O)c2nc(-c3ccc4ccccc4c3)cs2)cc1 (stereo not drawn)
    ·, i, -23%, 7%, 3.5µM*, 24%, i, 3%, 13%
> CCOC(=O)C1(P(=O)(c2ccc(Cl)cc2)c2ccc(Cl)cc2)CCC1
    3%, i, 25%, -28%, 8%, ?, i, 28%, 5%
> CCOC(=O)C1=C(N)N(c2ccc(C)cc2)C2=C(C(=O)CCC2)C1c1cccs1 (stereo not drawn)
    -9%, -66%[inhibitor], ·, -19%, 5%, ?, i, -2%, -6%
> CCCCN1C(=O)C(=O)NC[C@@H]1C(C)CC (stereo partly drawn)
    0%, i, -20%, 5%, ?, 17%, i, -4%, -21%
> C#CCOCCOCCOCCNc1nc(N2CCN(C(=O)[C@H](CCCCN)n3cc(CC(C)O)nn3)CC2)nc(N2CCN(C(=O)[C@H](CCCCN)n3cc(CC(C)O)nn3)CC2)n1 (stereo partly drawn)
    -5%, i, 5%, 1%, -12%, -4%, i, 2%, -8%
> CCCn1c(-c2ccc[nH]c2=O)nc2ccccc21
    -2%, -8%, 3%, -17%, -1%, 8%, i, -21%, -9%
> CC(C)NC(=O)c1nn(-c2ccccc2F)nc1CO
    ·, i, -4%, 1%, ·, 13%, ·, 3%, -6%
> Cc1cccc(NC(=O)c2ccc(S(=O)(=O)N3CCCCC3C)cc2)n1 (stereo not drawn)
    ·, -73%[inhibitor], 29%, -4%, -5%, ?, i, 13%, 7%
> Cc1ccc(-c2cc(C(F)(F)F)n3ncc(C(=O)N4CCCCC4c4cccnc4)c3n2)cc1 (stereo not drawn)
    -2%, -13%, 10%, 20%, -6%, 5%, i, 17%[9.22 µM], -14%
> COc1ccc(CCN2CC(C(=O)NCCc3ccccn3)CCC2=O)cc1 (stereo not drawn)
    1%, i, ·, 3%, -3%, 11%, i, 14%, 3%
> Cc1ccc(C(=O)O)cc1N1C(=O)CCCC1=O
    -1%, i, -2%, 13%, -3%, 5%, i, -6%, -16%
> Cc1nc(C(F)(F)F)ccc1C(=O)N1CCC1(C)C(=O)NS(=O)(=O)c1ccc(F)cc1F (stereo not drawn)
    ·, -16%, -20%, 3%, -3%, 4%, i, 0%, -8%
> CCN(C(=O)COC(=O)C(Cc1ccccc1)N1C(=O)c2ccccc2C1=O)C1CCS(=O)(=O)C1 (stereo not drawn)
    0%, -6%[57.5 µM], 5%, 16%, -1%, 9%, i, -3%, -3%
> CCOc1ccccc1C(=O)Nc1cc2c(cc1N1CCCC1)n(CC)c(=O)n2CC
    ?, -9%, 21%, ?, 16%, ?, i, 27%, ·
> COc1cccc2[nH]c3c(N4CCCCC4)ncnc3c12
    -2%, -13%, -4%, -22%, -2%, 8%, i, -23%, 5%
> COc1cc(CC(=O)OCC(=O)NC2CC2)cc(OC)c1OC
    0%, i, -4%, 0%[7.66 µM], -2%, -4%[7.66 µM], i, 4%[9.22 µM], -9%
> Cc1ccc(NC(=O)c2ccn(C(=O)Nc3ccccc3)n2)c(C)c1
    -2%, i, 10%, -2%, -5%, 9%, i, 0%, 1%
> COc1ccc(OCC(=O)Nc2nc3cc4c(cc3s2)OCCO4)cc1
    2%, -15%, 49%, 10%, -7%, -10%, i, -9%, -6%
> Cc1cccc(C(=O)N2N=C(c3ccc(NS(C)(=O)=O)cc3)CC2c2cccs2)c1 (stereo not drawn)
    -4%, -5%, ?, -32%, -6%, ?, i, 0%, 0%
> CCN(C(=O)COC(=O)CNS(=O)(=O)c1ccc(SC)c([N+](=O)[O-])c1)C1CCCCC1
    -1%, -4%, ·, -17%, 6%, 16%, i, 12%, 3%
> CCN(CC)C(=O)C1=C(C)N(Cc2ccc(F)cc2)C(=O)C(CC(=O)NCCc2ccccn2)C1 (stereo not drawn)
    ·, i, -8%, 4%, -2%, 0%, i, 16%, 1%
> Cc1cc(C(=O)CN2C(=O)NC(Cc3c[nH]c4ccccc34)C2=O)c(C)n1C (stereo not drawn)
    -4%, i, ?, -6%, -1%, -24%, i, 1%, 3%
> COc1ccc(Br)cc1CNC(=O)CN1CCSc2ccccc21
    ·, -22%, ·, -10%, ·, ?, ·, ·, ·
> COc1ccc(-n2ncc(C(=O)Nc3cccc(C(F)(F)F)c3)c2C2CCN(C(=O)OC(C)(C)C)CC2)cc1
    ·, i, 16%, 2%, ·, -15%, ·, 8%, -4%
> Cc1ccc(C(=O)NCCC(=O)N2CCOCC2)cc1
    -1%, -27%, 25%, 4%, 0%, -32%, i, 11%, 18%
> CC1CCc2sc(C(=O)NNC(=S)NCC3CCCO3)cc2C1 (stereo not drawn)
    -1%, i, 14%, -15%, 2%, -14%, i, 28%, 22%
> Nc1nonc1C(=O)OCC(=O)N1CCOCC1
    -1%, -5%, 5%, -10%, 4%, 0%, i, 8%, 7%
> COc1cc(CN2CCNC(=O)C2CC(=O)NCCC2=CCCCC2)cc(OC)c1 (stereo not drawn)
    0%, 22%, 19%, 2%, -5%, 0%, i, -29%, 1%
> Cc1ccc(C(=O)c2nocc2C(=O)c2cccs2)cc1
    1%, -19%[57.5 µM], -15%, 9%, 7%, 6%, i, 5%, -11%
> COc1ccc(N(CC(=O)Nc2nccs2)S(=O)(=O)c2c(C)nn(C)c2C)cc1
    1%, -1%, 6%, 10%, 0%, 10%, i, 2%, -5%
> COc1ccc(COC(=O)CCS(=O)(=O)c2ccc(C)cc2)cc1F
    0%, 19%, ·, 55%[activator], 1%, 3%, i, 9%, -21%
> Cc1cc(C)cc(NC(=O)CNC(c2ccccc2)c2ccccc2)c1
    2%, -15%, 11%, -21%, 11%, ?, i, -24%, -9%

3 entries from above, arranged by the number in GLP1R inv ag, highest first.
molecule | GLP1R inv ag
COc1ccc(COC(=O)CCS(=O)(=O)c2ccc(C)cc2)cc1F | 3%
Nc1nonc1C(=O)OCC(=O)N1CCOCC1 | 0%
Cc1ccc(C(=O)NCCC(=O)N2CCOCC2)cc1 | -32%

This is a subset (hit frequency here may not be typical).
